Compound activity: PubChem, IUPUI and University of Michigan
ST2 inh: inhibitors of human ST2 (IL1RL1) binding to IL-33, primary screen, biochemical, AlphaLISA; 78,000 tested, 2.3% active; Interleukin-1 receptor-like 1 (Homo sapiens), Q01638; AlphaLISA ST2-Fc/biotin-IL-33 interaction, 1 h; inhibition, % for hits at 17 µM; in the data active = inhibition above about 30%; inconclusive = mostly about 10% to 28%
Target sequence (Q01638 whole entry, looked up): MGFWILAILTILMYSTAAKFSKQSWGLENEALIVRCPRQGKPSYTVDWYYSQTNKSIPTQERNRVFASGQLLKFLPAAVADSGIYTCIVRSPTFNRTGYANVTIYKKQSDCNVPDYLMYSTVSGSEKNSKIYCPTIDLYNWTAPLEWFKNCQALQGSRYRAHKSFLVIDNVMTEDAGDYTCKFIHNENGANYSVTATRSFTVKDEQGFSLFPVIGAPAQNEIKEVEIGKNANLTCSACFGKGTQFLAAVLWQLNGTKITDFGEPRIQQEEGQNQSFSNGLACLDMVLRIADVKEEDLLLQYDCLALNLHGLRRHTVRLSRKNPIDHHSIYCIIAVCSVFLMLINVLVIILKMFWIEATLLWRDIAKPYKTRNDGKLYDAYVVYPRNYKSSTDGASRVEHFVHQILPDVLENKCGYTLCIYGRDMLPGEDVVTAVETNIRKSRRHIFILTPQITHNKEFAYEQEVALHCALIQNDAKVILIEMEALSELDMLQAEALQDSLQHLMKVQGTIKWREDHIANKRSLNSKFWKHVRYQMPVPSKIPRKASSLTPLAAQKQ
* marks the source's active call; other numbers are inactive results; i = inactive; ? = inconclusive. This is a subset, so the mix of outcomes need not match the whole.

SMILES	ST2 inh
Cc1ccc(C(=O)N2CCCC(c3[nH]ncc3-c3ccc(F)cc3)C2)c(=O)n1C (centres undefined)	i
Cc1oc2cc(O)ccc2c(=O)c1Oc1ccc(F)cc1	i
CSc1nnc2c3ccccc3n(C)c2n1	i
Cc1ccc(C2=NN(C(=O)CCC(=O)O)C(c3ccc(Cl)cc3)C2)cc1 (centres undefined)	i
COc1cccc(-c2nc3cc(Cl)ccc3o2)c1	i
Cc1nc2nc(SCC(=O)NC(C)(C)C)nn2c(C)c1Cc1cccc(Cl)c1	i
CCS(=O)(=O)NC(C)C(c1cccs1)N1CCN(c2ccccc2)CC1 (centres undefined)	i
CCOc1ccc(Nc2ccc(S(=O)(=O)NC)cc2[N+](=O)[O-])cc1	?
CC(C)(C)NC(=O)CSc1nc(-c2ccc3c(c2)OCO3)nc2cc(=O)[nH]n12	i
O=C(NCC1COCCO1)c1cc(COc2ccccc2F)[nH]n1 (centres undefined)	i
O=C1Nc2cc(C(=O)N3CCCC3)ccc2SC1N1CCOCC1 (centres undefined)	?
CCN(CC)CC(=O)Nc1ccc2c(c1)Nc1ccccc1CC2	?
O=c1c2c(nc(SCc3ccc(Cl)cc3)n1-c1ccc(F)cc1)CCS2	i
N#Cc1c2c(c(-n3ccnc3)n3c1nc1ccccc13)CCC2	i
CCOc1ccc(OCC)c(NS(=O)(=O)c2ccc3c(c2)CCC(=O)N3)c1	i
O=C(Nc1sc2c(c1C(=O)O)CCC2)c1cccc(Cl)c1	i
CC1=C(C(=O)N2CCCCC2)C(c2ccc(Cl)cc2)n2c(nc3ccccc32)N1 (centres undefined)	i
C[C@@H](C(=O)N1CCc2c(ncnc2N(C)C)C1)n1cnnn1	i
Cn1c(SCc2nc3ccccc3n2CCO)nc2ccccc21	i
CCCn1cc(S(=O)(=O)CC(=O)Nc2ccc(F)cc2)c2ccccc21	i

As a short view, two of the compounds above.
SMILES	ST2 inh
N#Cc1c2c(c(-n3ccnc3)n3c1nc1ccccc13)CCC2	i
CCOc1ccc(OCC)c(NS(=O)(=O)c2ccc3c(c2)CCC(=O)N3)c1	i

Next section
SMILES	ST2 inh
O=C(O)C1=CCNCC1	i
O=C(c1ccc(-n2cnnc2)cc1)N1CCC(c2ccccc2Cl)C1 (centres undefined)	i
COc1ccc(-c2cc(C(F)(F)F)nc(N)n2)cc1OC	i
CCc1[nH]c2c(CNC(=O)CN3C(=O)CNC3=O)cc(C)cc2c1C	?
Cc1cc(C)cc(C(=O)N2CCN(S(=O)(=O)c3cc4c5c(c3)CCN5C(=O)CC4)CC2)c1	?
CCN1C(=O)c2ccc(C(=O)NC(C)c3ccccc3)cc2C1=O (centres undefined)	i
O=C(c1cc(Cl)ccc1Cl)N1CCCc2ccccc21	i
COc1ccc(C2CC(c3ccccc3)Nc3nc(N)nn32)cc1OC (centres undefined)	i
Cc1cc(NCCCN(C)C)n2c(nc3ccccc32)c1C#N	i
CC1=C(C(=O)N2CCOCC2)C(c2ccccc2F)n2c(nc3ccccc32)N1 (centres undefined)	i
O=C(c1cc2n(n1)CCNC2)N1CCC(c2ccccc2Cl)C1 (centres undefined)	?
O=C(O)C(CCCCN1C(=O)c2ccccc2C1=O)N1C(=O)c2ccccc2C1=O (centres undefined)	i
COc1cc(/C=C2/C(=O)N(c3ccc(Cl)c(Cl)c3)N=C2C)ccc1O	?
Cc1ccsc1/C=C1/SC(N2CCOCC2)=NC1=O	i
COCC(=O)Nc1ccc(-c2noc([C@@H]3CCCN3)n2)cn1	i
CC(=O)NC(Cc1c[nH]c2ccccc12)C(=O)O (centres undefined)	i
CC(C)CN1CCC(C(=O)NCc2ccccn2)CC1	i
O=C(c1cn(CCc2ccccc2)nn1)N1CCCC(OCc2ccccc2)C1 (centres undefined)	i
CC(=O)N[C@@H]1C[C@H](Cc2ccccc2)O[C@H](c2ccc(Cl)cc2)C1	?
COc1cc(NS(=O)(=O)c2ccc(NC(=O)c3cccc(F)c3)cc2)ncn1	i
COc1cc2c(=O)c(-c3ccc4c(c3)OCO4)coc2cc1O[C@@H]1O[C@H](CO[C@H]2OC[C@](O)(CO)[C@H]2O)[C@@H](O)[C@H](O)[C@H]1O	i
Nc1n[nH]c(C(=O)N2CCOC(C(F)(F)F)C2)c1-c1ccccc1 (centres undefined)	i
CC1CCCCC1NC(=O)C1(O)c2ccccc2NC(=O)N1c1ccc(Cl)c(Cl)c1 (centres undefined)	i
O=C(Nc1nc2ccccc2n1CCN1CCOCC1)c1ccccc1	?
NC(=O)CSc1nc2c(sc3ccccc32)c(=O)n1CCCC(=O)NCC1CCCO1 (centres undefined)	i
O=C(CC(=O)N1CCC[C@H]1CO)NC12CC3CC(CC(C3)C1)C2	i
CN1CCN(C(=O)c2ccc(CS(=O)(=O)c3c(Cl)cccc3Cl)o2)CC1	?
COc1ccc(CC2CN(C(=O)Cc3noc4ccccc34)CCO2)cc1 (centres undefined)	i
Cc1nn(C)c(C)c1CCC(=O)NCC1(c2ccc(F)cc2)CCOC1 (centres undefined)	i
O=C(c1ccccc1F)N1CCc2c(c(C(=O)N3CCOCC3)nn2CCCc2ccccc2)C1	i
CCCCOc1cccc(C(=O)Nc2ccccc2I)c1	i
O=C1CC2CS(=O)(=O)CC2N1c1cccc(C(F)(F)F)c1 (centres undefined)	?
Cn1nc2n(c1=O)CC(C(=O)N1C[C@@H]3[C@H](C1)[C@H]1CC[C@@H]3O1)CC2 (some centres undefined)	i
Cc1ccccc1-n1c(N)c(C#N)c2nc3ccccc3nc21	30%*
COC(=O)[C@@H]1Cc2ncn(Cc3ccc(Cl)cc3)c2CN1Cc1cccc(C#N)c1	?
Cc1cc(C)nc(NS(=O)(=O)c2ccc(NC(=O)c3ccc([N+](=O)[O-])cc3)cc2)n1	i
COc1ccccc1C1CN(CCNC(=O)Cc2cccs2)Cc2ccccc2O1 (centres undefined)	i
O=C(c1cccc2c1OCC2)N1CC[C@@H](c2ccc3c(c2)OCO3)[C@H](O)C1	i
COc1ccc(OC)c(NC(=O)CN(c2ccc(C(C)C)cc2)S(C)(=O)=O)c1	?
Cc1nc2ccccc2c(=O)n1CC1CCCO1 (centres undefined)	i
Cc1nc2nc[nH]n2c(=O)c1NC(=O)Nc1ccc(F)cc1F	i
Cc1ccc(-c2noc(CCC(=O)N(C)c3ccccc3C)n2)cc1	i
O=S(=O)(Nc1cc(Cl)c(O)c(Br)c1)c1ccc(Cl)cc1	i
CC(C)(C)c1ccc(-c2cc(C[C@H]3CNCC[C@H]3CC(=O)NCc3ccc(F)cc3)no2)cc1	i
O=C(c1ccc(Br)o1)N1CCN=C1SCc1ccccc1	?
Cc1cc(C)n(CCNC(=O)CCNC(=O)c2ccccc2F)c(=O)n1	i
O=C(CSc1cn(CCNC(=O)c2ccc(F)cc2)c2ccccc12)Nc1ccccc1	?
O=C(c1cccs1)N(c1ccc(Br)cc1)C1C=CS(=O)(=O)C1 (centres undefined)	i
Cc1cccc(N2CCN(S(=O)(=O)c3cccc4cccnc34)CC2C)c1 (centres undefined)	i
O=[N+]([O-])c1cccc(C2Oc3ccccc3C3CC(c4ccco4)=NN32)c1 (centres undefined)	?
CC(C)N1CCN(Cc2cccc(OCC(O)CN3CCOCC3)c2)CC1 (centres undefined)	i
O=C(NC(Nc1ccc(Br)cc1)C(=O)c1ccccc1)c1ccccc1 (centres undefined)	?
N#CC1=C(N)C(C#N)(C#N)[C@@H](c2cccs2)[C@@H]2CCCC=C12	?
CC1(C)Cc2nc3sc4c(c3cc2CO1)N=CN1CCCN=C41	i
Fc1ccc2nc(N3CCOCC3)sc2c1	i
CCN(CCN(C)C)Cc1ccc([N+](=O)[O-])cc1	i
CC(C)=CC(=O)N1CCCN(CC(C)C)CC1	?
COc1ccc(C2=NN(CC(=O)NCc3ccc4c(c3)OCO4)C(=O)CC2)cc1	?
Cc1cccc2[nH]c(COCC(=O)N3CCCC3C(=O)N(C)C)nc12 (centres undefined)	i
Cc1ccc(C2=NN(C(=O)CCCC(=O)O)C(c3ccc(Br)cc3)C2)cc1 (centres undefined)	?
The results go on.
SMILES	ST2 inh
COC(=O)[C@@H]1Cc2ncn(Cc3ccc(Cl)cc3)c2CN1C(=O)c1ccc(C(F)(F)F)cc1	i
CCOc1ccc(C(C)(CC(=O)O)C(=O)O)cc1 (centres undefined)	?
COc1cc(OC)c(CN2CCCN(C)CC2)cc1Br	i
CCc1ccc(S(=O)(=O)NCc2nc3cccnc3n2Cc2ccc(C)cc2)cc1	i
Cc1ccc2occ(C3Nc4ccccc4NC4=C3C(=O)CC(c3ccccc3)C4)c(=O)c2c1 (centres undefined)	i
O=C1CCC(C(=O)Nc2cccc(Br)c2)N1 (centres undefined)	i
Cc1ccc(CN2CC[C@@H]3[C@H]2C(=O)NC[C@H](CCC(=O)N2CCN(C)CC2)N3C)cc1	i
C/C(O)=C1/C(=O)NC2(C)CC1c1cc([N+](=O)[O-])ccc1O2 (centres undefined)	i
Cc1ccc(S(=O)(=O)N(CC(=O)NC2CC2)Cc2ccccc2F)cc1	?
CC(Sc1nc2ncnc(N)c2[nH]1)C(=O)Nc1ccc(F)cc1 (centres undefined)	i
COc1ccc(C(=O)N2CCN(S(C)(=O)=O)C[C@@H]2C(=O)N[C@H]2CCCNC2=O)cc1	i
CCOC(=O)Cn1c(=O)n(-c2ccc(F)cc2)c2nc(-c3ccc(C)c(C)c3)nc(C(N)=O)c21	i
COc1ccc(Cl)cc1NC(=O)CSc1nc2c([nH]c3ccccc32)c(=O)n1C	i
COc1cccc(C2CC(c3ccccc3C)n3nc(N)nc3N2)c1 (centres undefined)	i
COC1CCCN(C(=O)CC2c3ccccc3CCc3ccccc32)C1 (centres undefined)	i
CN(CCCNC(=O)c1cccn1-c1nnc(N2CCCCC2)s1)c1ccccc1	?
COc1ccc(S(=O)(=O)NCc2nc3cccnc3n2Cc2cccc(OC)c2)cc1	i
Nc1ccc(CC(C(=O)O)c2ccccc2)cc1 (centres undefined)	i
Cc1[nH]c2ccccc2c1SCCNC(=O)c1ccco1	i
O=C(Cn1cnc2c(cnn2-c2ccc(Cl)cc2)c1=O)Nc1ccc(F)cc1F	i
O=C(NC1CCC(C(=O)O)CC1)c1ccccc1 (centres undefined)	i
O=C(O)C1Sc2[nH]c(=O)sc2C2c3ccc(O)cc3OC(=O)C12 (centres undefined)	i
Cc1cc(NC(=O)c2nn(-c3ccc(Cl)cc3)c(=O)c3ccccc23)no1	i
CCOC(=O)c1c(C)n(C)c2c1cc(OC)c1ccccc12	i
COc1cc(OC)c(NC(=O)Cc2ccccc2OC)cc1Cl	i
CC1(C)CC(=O)c2cc(OCC(=O)NCCN3CCOCC3)ccc2O1	i
CN(Cc1ccc(C(=O)O)cc1)Cc1nc2ccccc2n1C	?
CN(C)S(=O)(=O)c1ccc(C(=O)N2CCN=C2SCc2cccnc2)cc1	i
CN1CCN(C)C2(CCN(C(=O)c3c(O)ccc4ccccc34)CC2)C1	?
O=C(c1cn2ccccc2n1)N1CCC(N2CCCC(C(=O)N3CCCC3)C2)CC1 (centres undefined)	?
NC(=O)[C@H](Cc1cccs1)NC(=O)C1=C[C@@H](NC(=O)c2cccnc2)[C@@H](O)[C@H](O)C1	i
Cc1ccc(C(=O)Nc2c3c(nn2-c2ccc(F)cc2)CS(=O)C3)cc1C (centres undefined)	i
CCOc1ncccc1C(=O)N(C)CCc1nc2ccc(F)cc2[nH]1	i
N#CC1=C(N)OC2=C(C(=O)CCC2)C1c1ccsc1 (centres undefined)	i
CCOC(=O)c1c(NC(=O)CN2CCOCC2)sc2c1CCCC2=O	i
N#Cc1c([N+](=O)[O-])cc([N+](=O)[O-])cc1S(=O)(=O)Cc1ccccc1	i
CCc1ccc(-c2c(-c3ccccc3)ncn2CCCO)nc1	?
Clc1ccccc1Nc1cccc2nccnc12	39%*
COc1ccc(CCNC(=O)C2CCCNC2=O)cc1OC (centres undefined)	?
O=C(O)CCCNC(=O)c1ccncc1	i

A section of the results above, for reference:
SMILES	ST2 inh
O=C(Cn1cnc2c(cnn2-c2ccc(Cl)cc2)c1=O)Nc1ccc(F)cc1F	i
O=C(NC1CCC(C(=O)O)CC1)c1ccccc1 (centres undefined)	i
O=C(O)C1Sc2[nH]c(=O)sc2C2c3ccc(O)cc3OC(=O)C12 (centres undefined)	i
Cc1cc(NC(=O)c2nn(-c3ccc(Cl)cc3)c(=O)c3ccccc23)no1	i
CCOC(=O)c1c(C)n(C)c2c1cc(OC)c1ccccc12	i
COc1cc(OC)c(NC(=O)Cc2ccccc2OC)cc1Cl	i
CC1(C)CC(=O)c2cc(OCC(=O)NCCN3CCOCC3)ccc2O1	i
CN(Cc1ccc(C(=O)O)cc1)Cc1nc2ccccc2n1C	?
CN(C)S(=O)(=O)c1ccc(C(=O)N2CCN=C2SCc2cccnc2)cc1	i
CN1CCN(C)C2(CCN(C(=O)c3c(O)ccc4ccccc34)CC2)C1	?
O=C(c1cn2ccccc2n1)N1CCC(N2CCCC(C(=O)N3CCCC3)C2)CC1 (centres undefined)	?
NC(=O)[C@H](Cc1cccs1)NC(=O)C1=C[C@@H](NC(=O)c2cccnc2)[C@@H](O)[C@H](O)C1	i
Cc1ccc(C(=O)Nc2c3c(nn2-c2ccc(F)cc2)CS(=O)C3)cc1C (centres undefined)	i
CCOc1ncccc1C(=O)N(C)CCc1nc2ccc(F)cc2[nH]1	i
N#CC1=C(N)OC2=C(C(=O)CCC2)C1c1ccsc1 (centres undefined)	i
CCOC(=O)c1c(NC(=O)CN2CCOCC2)sc2c1CCCC2=O	i
N#Cc1c([N+](=O)[O-])cc([N+](=O)[O-])cc1S(=O)(=O)Cc1ccccc1	i
CCc1ccc(-c2c(-c3ccccc3)ncn2CCCO)nc1	?
Clc1ccccc1Nc1cccc2nccnc12	39%*
COc1ccc(CCNC(=O)C2CCCNC2=O)cc1OC (centres undefined)	?
O=C(O)CCCNC(=O)c1ccncc1	i

New compounds follow.
SMILES	ST2 inh
O=C(NCCc1ccc(Cl)cc1)C1(S(=O)(=O)c2ccc(Cl)cc2)CC1	i
COc1ccc(-c2cn[nH]c2N)cc1OC	i
Cc1ccc(-n2c(C)nc3c(cnn3-c3ccc(Cl)cc3)c2=O)cc1	i
COc1cc(C(=O)N2CCN=C2SCc2cccc(Cl)c2)cc(OC)c1OC	i
Cc1ccccc1-n1nc2c(c1NC(=O)c1ccc(Br)cc1)CSC2	i
CN(Cc1cn(C)nc1-c1cccc(Cl)c1)CC1Cc2ccccc2O1 (centres undefined)	i
O=C1CCc2cc(S(=O)(=O)NC3CCCCCC3)ccc2N1	i
